MrgX1 antag – human MrgX1 receptor antagonism, primary screen; Q96LB2; MRGX1-HEK293 calcium flux, Fluo-4, BAM8-22 antagonism; active compounds read low; B-score at 10 µM; 1.3% of 310,000 active; AID 588676;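 active means calcium-response B-score plate-corrected more than 3 library SD below zero, starting fluorescence within 5 deviations, no agonist response on first addition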;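 further: peak minus trough fluorescence over baseline after final BAM8-22 challenge near maximal dose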
TMEM16A inh – mouse TMEM16A channel inhibition, primary screen | Q8BHY3 | HEK293 TMEM16A/YFP iodide influx fluorescence, ionomycin | normalized B-score (activity score, 25-100; higher = stronger inhibition) at 10 µM | 1.2% of 310,000 active | AID 588511;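 active means ratio plate-corrected score three or more library SD toward inhibition, starting fluorescence score within five deviations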;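 further: score derived from kinetic fluorescence span divided by baseline fluorescence per well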
Target sequence (Q8BHY3 whole entry, looked up): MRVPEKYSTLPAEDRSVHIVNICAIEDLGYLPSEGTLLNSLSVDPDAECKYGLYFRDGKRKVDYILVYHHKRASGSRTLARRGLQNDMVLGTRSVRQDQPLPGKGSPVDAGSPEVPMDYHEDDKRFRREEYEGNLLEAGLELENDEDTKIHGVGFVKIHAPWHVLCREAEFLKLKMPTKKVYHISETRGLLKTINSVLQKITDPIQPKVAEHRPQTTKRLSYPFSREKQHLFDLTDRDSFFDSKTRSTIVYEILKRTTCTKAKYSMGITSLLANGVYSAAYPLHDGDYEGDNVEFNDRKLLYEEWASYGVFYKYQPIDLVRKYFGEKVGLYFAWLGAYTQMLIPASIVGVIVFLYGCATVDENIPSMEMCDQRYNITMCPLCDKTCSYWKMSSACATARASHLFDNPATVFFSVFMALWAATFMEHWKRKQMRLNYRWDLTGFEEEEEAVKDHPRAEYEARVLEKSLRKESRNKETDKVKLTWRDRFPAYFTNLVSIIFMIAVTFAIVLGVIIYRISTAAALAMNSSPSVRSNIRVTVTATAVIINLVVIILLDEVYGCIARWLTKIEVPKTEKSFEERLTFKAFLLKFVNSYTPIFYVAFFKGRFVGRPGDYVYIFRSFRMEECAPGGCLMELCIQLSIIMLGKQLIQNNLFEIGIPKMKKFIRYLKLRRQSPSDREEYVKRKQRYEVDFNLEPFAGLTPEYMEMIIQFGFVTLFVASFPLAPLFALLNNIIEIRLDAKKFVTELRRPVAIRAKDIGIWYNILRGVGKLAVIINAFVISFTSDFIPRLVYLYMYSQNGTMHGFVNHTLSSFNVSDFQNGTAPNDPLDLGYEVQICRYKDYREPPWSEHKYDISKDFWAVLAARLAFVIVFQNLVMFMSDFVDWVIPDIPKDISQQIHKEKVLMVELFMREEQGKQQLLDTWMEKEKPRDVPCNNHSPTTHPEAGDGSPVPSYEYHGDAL
MrgX1 PAM – human MrgX1 positive allosteric modulation, primary screen. Q96LB2. MrgX1-HEK293, Fluo-4 calcium flux, FDSS; active compounds read high. B-score at 10 µM. 0.63% of 310,000 active;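 active means plate-corrected calcium response at least 3 library SD above typical, normal starting fluorescence, not activating the receptor alone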;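 further: compound read alongside a low EC10 to EC30 dose of BAM8-22 agonist; peak minus trough fluorescence over baseline measured at the second addition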
TRPC6 inh – inhibitors of mouse TRPC6 channel; B-score at 10 µM; HEK293-TRPC6, membrane potential dye, ACh-evoked depolarization; active compounds read low; 1.1% of 310,000 active;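 active means B-score under library mean minus 3 SD, initial fluorescence not abnormally high, positive integrated signal ratio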;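 further: B-score derived from integrated fluorescence ratio over the kinetic read; more negative B-score means stronger inhibition of depolarization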
HDAC3 inh – human HDAC3 inhibition; O15379; recombinant HDAC3, fluorogenic peptide/trypsin coupled, fluorescence; inhibition, % at 8.3 µM; 0.15% of 320,000 active; in the data active means inhibition above about 26%, passing the limit was not always enough
SKKanGAS inh – inhibitors of SKKanGAS S. pyogenes growth in kanamycin (SK-promoter or general growth effect); BacTiter-Glo, 6 h; inhibition, % at 7.5 µM; 1.3% of 300,000 active;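 active means mean replicate score, as percent of positive control median, at least 50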;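 further: strain carries kanamycin resistance gene driven by streptokinase promoter and grows in 40 µg/ml kanamycin; loss of luminescence reflects streptokinase promoter inhibition or plain growth inhibition; 0% = median of DMSO wells and 100% = positive control at its reference dose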
ANO1 activ – activates or potentiates the mouse TMEM16A chloride channel; AID 623877; 0.3% of 340,000 active; B-score at 10 µM; HEK293 TMEM16A/YFP-H148Q/I152L, iodide quench fluorescence; active compounds read low;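 active means fluorescence-ratio B-score plate-corrected deviation score at least 3 library SD below zero, with starting fluorescence score within 5 deviations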;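 further: channel opened by trigger with iodide after compound preincubation; score built on the fluorescence ratio of max minus min over baseline; more negative score means more quench and so TMEM16A activation or potentiation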
RGS4 act – RGS4 potentiation or activation; AID 463111; B-score at 10 µM; 0.92% of 310,000 active; HEK293 M3R/inducible RGS4, carbachol calcium flux Fluo4; active compounds read low;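 active means B-score of the integrated calcium signal more than 4 SD below the library mean, with starting fluorescence not abnormally high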;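 further: negative B-score means reduced calcium response which marks RGS4 activation or potentiation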
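Reagent: ECmax carbachol challenge; Test system: M3R-expressing HEK293 line, RGS4 induced by doxycycline; Schedule: overnight RGS4 induction, 30 min dye load 37 °C, 20 min compound RT; Detection: calcium dye Fluo4 fluorescence; Read-out: Agonist-evoked peak-minus-minimum fluorescence over baseline, integrated ratio, B score.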
TRPC6 act – activates the mouse TRPC6 cation channel | Q61143 | B-score at 10 µM | HEK293-TRPC6 membrane potential dye fluorescence; active compounds read high | AID 2550 | 0.13% of 310,000 active;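 active means B-score of the integrated fluorescence ratio above library mean plus 3 SD, and starting fluorescence ratio within library mean plus 5 SD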;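 further: higher score means more depolarization so channel activation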
MrgX1 ag – agonists of human MrgX1 receptor | Q96LB2 | MrgX1-HEK293 cells, Fluo-4 calcium fluorescence, agonist mode; active compounds read high | B-score at 10 µM | 0.44% of 310,000 active | AID 588627;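 active means calcium response B-score plate-corrected fluorescence ratio at least 3 library SD, with starting fluorescence B-score inside 5 SD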
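Test system: Stable human MrgX1 HEK293 cell line | Schedule: Overnight plating before 1 h dye loading | Read-out basis: Baseline-normalised fluorescence change ratio, B-scored | Detection: Kinetic calcium dye fluorescence, Fluo-4 NW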
RGS4 inh – human RGS4 inhibition. B-score at 10 µM. 0.45% of 310,000 active. HEK293 M3R/RGS4 inducible, Fluo-4 calcium flux; active compounds read high; triggered by carbachol at its EC20. P49798;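 active means B-score, a plate-corrected calcium signal, over three deviations above library mean, with baseline fluorescence within five deviations of library mean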;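 further: RGS4 expression induced by doxycycline in cells with stable M3 receptor; B-score is computed from the integrated fluorescence ratio over baseline after carbachol; higher B-score means a larger calcium signal and so more RGS4 inhibition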
The depositor's hits bear a star; i = inactive; nt = no result given; & = joins results of further samples. This is a subset; the hit share may differ from the screen's.

Values run as follows: MrgX1 antag	TMEM16A inh	MrgX1 PAM	TRPC6 inh	HDAC3 inh	SKKanGAS inh	ANO1 activ	RGS4 act	TRPC6 act	MrgX1 ag	RGS4 inh
> CN1OC[C@@H]2COc3ccc4ccccc4c3[C@@H]21
  i	i	i	i	-5	34	i	i	i	i	i
> Cc1nc2ccc(N3CCN(C)CC3)cc2nc1C
  i	i	i	i	-7	0	i	i	i	i	i
> Cc1ncc(CN2CCCC(C(=O)c3cccc(Cl)c3)C2)s1 (centres undefined)
  i	i	i	i	-5	3	i	i	i	i	i
> Cc1ccc(N2C(=O)NC(=O)/C(=C\c3ccc(N4CCOCC4)cc3)C2=O)cc1
  i	i	i	i	-2	-5	i	i	i	i	i
> Cc1cccc(CN2CCN(CC(=O)N3CCC4(CC3)OCCO4)C2=O)c1
  i	i	i	i	-12	3	i	i	i	i	i
> COc1ccc(NP(=O)(Oc2ccccc2OC)Oc2ccccc2OC)cc1
  i	i	i	i	9	6	i	i	i	i	i
> Cc1cc(OC(C)C(=O)NCc2ccncc2)c2c3c(c(=O)oc2c1)CCC3 (centres undefined)
  i	i	i	i	-18	-2	i	i	i	i	i
> O=C1NC(=O)C2(Cc3ccccc3N3CCCC32)C(=O)N1 (centres undefined)
  i	i	i	i	1	-6	i	i	i	i	i
> C[N+](C)(C)CCOC(=O)CBr
  i	i	i	nt	2	nt	i	nt	nt	i	nt
> OC1(c2cccnc2)CC2CCC(C1)N2Cc1nnnn1Cc1ccccc1 (centres undefined)
  i	i	i	i	-2	0	i	i	i	i	i
> Cn1cccc1/C=C1/C(=O)NC(=O)N(Cc2ccc(F)cc2)C1=O
  i	i	i	i	2	-14	i	i	i	i	i
> CCCCC12CNCC(C)(CNC1)C2=O
  i	i	i	i	6	-2	i	i	i	i	i
> COP(=O)(OC)C(NC(=O)c1ccc(C)cc1)C(Cl)(Cl)Cl (centres undefined)
  i	i	i	i	7	4	i	i	i	i	i
> C[C@]12CCC3C(CCC4=CC(O)CC[C@@]43/C=N/O)C1(O)CCC2C1=CC(=O)OC1 (some centres undefined)
  i	i	i	i	4	1	i	i	i	i	i
> O=c1[nH]c(=O)n(Cc2ccco2)c(O)c1C=NCCN1CCOCC1
  i	i	i	i	-10	3	i	i	i	i	i
> CN(C)P1(N(C)C)=Nc2c(c(N)nn2C)C(c2ccccc2)=N1
  i	i	i	i	-4	-8	i	i	i	i	i
> CCN(CC)S(=O)(=O)c1cc(NC(=O)C(C)N2CC=C(c3ccccc3)CC2)ccc1C (centres undefined)
  i	i	i	i	-2	23	i	-7.6*	i	i	i
> CN1/C(=C\C=C2C(=O)NC(=O)NC2=O)C(C)(C)c2ccccc21
  i	i	i	i	7	0	i	i	i	i	i
> COc1ccc(CNCCc2ccc3c(c2)OCO3)c(OC)c1OC
  i	i	i	i	1	0	i	i	i	i	i
> CC(=O)c1c(C)[nH]c(C(=O)N2CCC3(CC2)OCCO3)c1C
  i	i	i	i	-3	1	i	i	i	i	i
> COc1ccccc1N1CCN(Cc2ccc(Br)cc2)CC1
  i	i	i	i	1	3	i	i	i	i	i
> O=c1[nH]c(=S)n(-c2ccccc2)c(O)c1/C=N/N1CCOCC1
  i	i	i	i	6	-1	i	i	i	i	i
> O=C(CF)NC(NC(=S)Nc1cccc([N+](=O)[O-])c1)C(Cl)(Cl)Cl (centres undefined)
  i	i	i	i	-2	13	i	i	i	i	i
> CNC(=O)Oc1cccc(-c2cn3cc(OC(=O)NC)ccc3n2)c1
  i	i	i	nt	-5	nt	i	nt	nt	i	nt
> CNC(C)(C)Cc1ccccc1
  i	i	i	nt	-4	nt	i	nt	nt	i	nt
> Cc1nc2cc(F)ccc2n1C1CCN(Cc2nnnn2CCc2ccccc2)CC1
  i	i	i	i	1	-3	i	i	i	i	i
> Fc1ccccc1CNCCc1ccc2c(c1)OCO2
  i	i	i	i	2	2	i	i	i	i	i
> Cc1ccc(NC(=O)c2snnc2C)cc1Cl
  i	i	i	i	-1	-1	i	i	i	i	i
> CCN1C(=O)C(=Cc2ccc(N3CCOCC3)o2)C(=O)N(CC)C1=S
  i	i	i	i	7	-8	-5.5*	i	i	i	i
> COC(=O)c1cncn1C(C)c1ccccc1 (centres undefined)
  i	i	i	i	1	0	i	i	i	i	i
> CCC(=O)Nc1cc(C(=O)N2CCC3(CC2)OCCO3)ccc1S(=O)(=O)c1ccc(C)cc1
  i	i	i	i	1	-12	i	i	i	i	i
> C/C(=N\N1CCCCCC1)c1c(O)n(-c2ccc(Cl)cc2)c(=O)[nH]c1=O
  i	i	i	i	-5	2	i	i	i	i	i
> COc1cccc(C(=O)C2CCCN(Cc3ccon3)C2)c1 (centres undefined)
  i	i	i	i	5	nt	i	i	i	i	i
> Cc1cccc(-n2c(O)c(C=NCCN3CCCCC3)c(=O)[nH]c2=O)c1
  i	i	i	i	1	-4	i	i	i	i	i
> CC(=Nc1ccccc1N)c1c(O)n(C)c(=O)[nH]c1=O
  i	i	i	i	5	3	i	i	i	i	i
> CN1C(=O)C(=Cc2sc(=O)n(-c3ccccc3)c2N(C)C)C(=O)N(C)C1=O
  i	i	i	i	2	1	i	i	i	i	i
> CCC(=NCc1ccco1)c1c(O)n(-c2ccc(Cl)cc2)c(=O)[nH]c1=O
  i	i	i	i	5	-1	i	i	i	i	i
> COc1cc(OC)cc(C(=O)NC(=S)N2C[C@H]3C[C@H](C2)c2cccc(=O)n2C3)c1
  i	i	i	i	-2	0	i	i	i	i	i
> CN1CCC2(CC1)C(C#N)=C(N)NC(S)=C2C#N
  i	i	i	i	-1&3	-2	i	i	i	i	i
> CCCCN1C(=N)C(CC)(CC)C(=O)NC1=O
  i	i	i	i	-1	-3	i	i	i	i	i
> C=CCn1c(O)c(C(C)=NC2CC2)c(=O)[nH]c1=O
  i	i	i	i	0	-8	i	i	i	i	i
> CS(=O)(=O)N1CCCC(C(=O)N2CCC3(CC2)OCCO3)C1 (centres undefined)
  i	i	i	i	4	-6	i	i	i	i	i
> ClC(Cl)=C(c1ccc(Cl)cc1)c1ccc(Cl)cc1
  i	i	i	nt	-9	nt	i	nt	nt	i	nt
> CCOC(=O)c1ccc(-[n+]2c(-c3ccccc3)cc(-c3ccccc3)cc2-c2ccccc2)cc1
  i	i	i	i	-20	2	-14*	i	i	28*	i
> COC(=O)C1=C(c2cccc(OC)c2OC)C[C@@H]2CC[C@H]1N2C(=O)N1CCCC1
  i	i	i	i	-2	2	i	i	i	i	i
> Cc1cc(S(=O)(=O)NCc2ccccc2)ccc1OCC(=O)N1CCN(C)CC1
  i	i	i	i	1	2	i	i	i	i	i
> C/C(=N\NC(=O)c1ccncc1)c1c(O)[nH]c(=O)[nH]c1=O
  i	i	i	i	2	0	nt	i	i	i	i
> CCCn1cc(CN2CCCC(C(=O)c3cccc(OC)c3)C2)c(C)n1 (centres undefined)
  i	i	i	i	-4	5	i	i	i	i	i
> NC(=O)c1cn(C2OC(CO)C(O)C2O)c2ncnc(N)c12 (centres undefined)
  i	i	i	i	-6	3	i	i	i	i	i
> C/C(=N/O)c1ccc2ccc3ccccc3c2c1
  i	i	i	i	2	-8	i	i	i	i	i
> O=C1NC(=O)[C@]2(Cc3ccccc3N3CCN(c4ccccc4)CC32)C(=O)N1c1ccccc1 (some centres undefined)
  i	i	i	i	-7	8	i	i	i	i	i
> CC(=O)Nc1ccccc1C(=O)OCC(=O)c1ccccc1Cl
  i	i	i	i	6	-4	i	i	i	i	i
> Cc1ccc(-n2c(O)c(C=NCCN3CCNCC3)c(=O)[nH]c2=S)cc1
  i	i	i	i	8	-3	i	i	i	i	i
> Nc1cccc(N=Cc2c(O)n(Cc3ccc(F)cc3)c(=O)[nH]c2=O)c1
  i	i	i	i	-1	1	i	i	i	i	i
> COc1ccc(-n2c(O)c(C(C)=NC3CC3)c(=O)[nH]c2=O)cc1
  i	i	i	i	0	3	i	i	i	i	i
> COC(=O)c1ccccc1OP(=O)(c1cccc([N+](=O)[O-])c1)c1cccc([N+](=O)[O-])c1
  i	i	i	i	18	2	i	i	i	i	i
> CCN1C(=O)N(CC)C(=O)C2(Cc3ccccc3N3CCN(c4ccccc4)CC32)C1=O (centres undefined)
  i	i	i	i	-9	5	i	i	i	i	i
> CCc1ccc(N2C(=O)NC(=O)/C(=C/c3ccsc3)C2=O)cc1
  i	i	i	i	-9	9	nt	i	i	i	i
> COc1ccc(OC)c(-n2c(O)c(C=Nc3c(C)n(C)n(-c4ccccc4)c3=O)c(=O)[nH]c2=S)c1
  i	i	i	i	2	0	i	i	i	i	i
> CC1(C)C(C(=O)NN2C(=O)c3ccccc3C2=O)C1(C)C
  i	i	i	i	3	-9	i	i	i	i	i

Carrying on.
Values run as follows: MrgX1 antag	TMEM16A inh	MrgX1 PAM	TRPC6 inh	HDAC3 inh	SKKanGAS inh	ANO1 activ	RGS4 act	TRPC6 act	MrgX1 ag	RGS4 inh
> CN1CCN(c2cccc3c2C(=O)c2ccccc2C3=O)CC1
  nt	nt	nt	-18*	nt	-2	i	i	i	nt	i
> O=C(O)c1sc2cc(Cl)ccc2c1Cl
  i	i	i	i	6	1	nt	i	i	i	i
> CN1CN(c2cccc([N+](=O)[O-])c2)CN=C1N[N+](=O)[O-]
  i	i	i	i	6	-2	i	i	i	i	i
> Cc1nc2cc(-c3cccc(F)c3)nn2c(C)c1CCC(=O)N1CCC2(CC1)OCCO2
  i	i	i	i	-9	-4	i	i	i	i	i
> O=c1[nH]c(=S)[nH]c(O)c1N=Nc1ccc(SC(F)F)cc1
  i	i	i	i	7	2	i	i	i	i	i
> COC(=O)c1cc2c(s1)=NC=NP=2(N1CCOCC1)N1CCOCC1
  i	i	i	i	2	0	i	i	i	i	i
> CCCCN=C[C@]12CCC(O)CC1(O)CCC1[C@@H]2CC[C@]2(C)[C@H](C3C=CC(=O)O3)CCC12O (some centres undefined)
  i	i	i	i	1	-3	i	i	i	i	i
> O=c1c2ccccc2nc(Cc2ccccc2)n1-c1ccccc1O
  i	i	i	i	nt	16	i	i	i	i	i
> N#Cc1cc2c(nc1SCC(=O)Nc1cc(Cl)ccc1Cl)C1CCN2CC1
  i	i	i	i	0	8	i	i	i	i	i
> O=C(Nc1ccc2ccccc2c1)c1nn(C23CC4CC(CC(C4)C2)C3)cc1Br
  i	i	i	i	0	5	i	i	i	i	i

Assay outcomes: PubChem BioAssay, several laboratories
